# From PubChem BioAssay
# BoNT-A LC inh2: blocks Botulinum neurotoxin A light chain protease | inhibition, % at 10 µM | hit rate 0.17% among 360,000 | multiplex microsphere protease substrate cleavage, flow cytometry; further: plate controls were buffer without enzyme for full effect and enzyme alone for no effect
# BoNT-F LC inh: inhibitors of Botulinum neurotoxin F light chain protease; Multiplex microsphere protease cleavage assay, flow cytometry; inhibition, % at 10 µM; hit rate 0.22% among 360,000; AID 588497; in the data active means inhibition above about 35%, passing the limit was not always enough; inconclusive means no clear call, values can overlap the other calls; further: plate controls were buffer without enzyme for full effect and enzyme alone for no effect
# Rv3671c protease: inhibitors of M. tuberculosis serine protease Rv3671c | AID 2606 | P9WHR9 | hit rate 0.048% among 320,000 | inhibition, % at 5.96 µM; in the data active means inhibition above about 38%;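 further: extracellular domain of Rv3671c used as enzyme; 0% = enzyme with DMSO and 100% = no enzyme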
# 3CLpro inhibitor: SARS-CoV 3CLpro protease inhibition; AID 1706; inhibition, % at 6 µM; hit rate 0.14% among 290,000; P0C6X7; recombinant SARS-CoV 3CLpro, quenched FRET peptide cleavage; in the data active means inhibition above about 12%
# CCHF vOTU inh: blocks the CCHF virus ovarian tumor domain protease; CCHFV vOTU protease, Pep-AMC fluorescence; inhibition, % at 11.5 µM; hit rate 0.55% among 370,000; AID 651958; in the data active means inhibition above about 30%; further: 0% = vehicle wells with enzyme and 100% = no enzyme wells
# SSB-PriA inh: K. pneumoniae PriA-SSBct interaction inhibition | AlphaScreen SSBct-PriA binding, biotinylated peptide | inhibition, % at 33 µM | hit rate 0.6% among 430,000 | AID 1272365; in the data active means inhibition mostly above about 37%, no sharp cut-off; inactive means mostly below about 20%;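 further: plate controls were negative control peptide for no effect and reference peptide for full effect; strong numbers were not always called active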
# VHR inh abs: DUSP3 (human) phosphatase inhibition; recombinant VHR phosphatase, pNPP absorbance; AID 1654; inhibition, % at 13.3 µM; P51452; hit rate 0.52% among 290,000; in the data active means inhibition above about 50%; further: some compounds called inactive have numbers as strong as hits
# Target sequence (P51452 whole entry, looked up): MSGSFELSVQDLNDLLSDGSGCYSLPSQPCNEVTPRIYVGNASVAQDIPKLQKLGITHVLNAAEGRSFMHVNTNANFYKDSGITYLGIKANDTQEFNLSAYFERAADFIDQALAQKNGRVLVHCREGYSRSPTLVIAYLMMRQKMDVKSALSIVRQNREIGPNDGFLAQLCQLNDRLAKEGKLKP
# PrPC surface inh: inhibitors of human cell surface prion protein PrPC | hit rate 0.43% among 370,000 | P04156 | TR-FRET read-out | inhibition, % at 13.8 µM; in the data active means inhibition above about 24%; further: 0% = median of the test wells and 100% = reference compound wells
# MazF activator: MazEF (E. coli) toxin RNase activation; P0AE70; FAM/BHQ RNA-DNA oligo cleavage fluorescence, 5 h; activation, % at 20 µM; hit rate 0.32% among 350,000; AID 504720; in the data active means activation above about 50%
# Target sequence (P0AE70 whole entry, looked up): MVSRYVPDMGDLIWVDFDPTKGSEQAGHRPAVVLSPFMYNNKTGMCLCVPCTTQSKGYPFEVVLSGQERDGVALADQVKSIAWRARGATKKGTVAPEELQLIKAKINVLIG
# Anthrax LF inh2: inhibitors of Bacillus anthracis lethal factor protease | P15917 | hit rate 0.12% among 360,000 | multiplex microsphere protease cleavage assay, LF | AID 588501 | inhibition, % at 10 µM; further: plate controls were buffer without enzyme for full effect and enzyme alone for no effect
# Target sequence (P15917 whole entry, looked up): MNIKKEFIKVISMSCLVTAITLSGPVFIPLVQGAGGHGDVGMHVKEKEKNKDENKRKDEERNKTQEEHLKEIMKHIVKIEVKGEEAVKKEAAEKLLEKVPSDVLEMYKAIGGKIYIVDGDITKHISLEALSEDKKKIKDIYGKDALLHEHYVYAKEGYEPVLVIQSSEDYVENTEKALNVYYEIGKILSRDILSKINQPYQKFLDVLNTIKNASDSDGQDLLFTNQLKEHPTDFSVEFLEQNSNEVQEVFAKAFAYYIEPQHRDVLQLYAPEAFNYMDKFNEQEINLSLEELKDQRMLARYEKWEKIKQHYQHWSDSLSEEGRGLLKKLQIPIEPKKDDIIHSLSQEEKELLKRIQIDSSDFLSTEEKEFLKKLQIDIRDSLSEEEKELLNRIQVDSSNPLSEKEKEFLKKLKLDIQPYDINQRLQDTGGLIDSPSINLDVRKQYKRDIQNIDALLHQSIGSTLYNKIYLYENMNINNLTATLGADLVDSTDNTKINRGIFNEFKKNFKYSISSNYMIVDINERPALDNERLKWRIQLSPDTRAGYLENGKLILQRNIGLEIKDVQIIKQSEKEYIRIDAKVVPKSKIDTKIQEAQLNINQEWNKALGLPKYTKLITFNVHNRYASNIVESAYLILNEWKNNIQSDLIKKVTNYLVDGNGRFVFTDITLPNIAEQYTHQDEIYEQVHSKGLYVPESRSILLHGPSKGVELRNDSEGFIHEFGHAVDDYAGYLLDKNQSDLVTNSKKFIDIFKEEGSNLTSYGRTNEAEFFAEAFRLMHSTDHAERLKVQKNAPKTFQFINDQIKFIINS
# Numbers without * were called inactive; ? = inconclusive; nt = not tested or not shown; & = joins results of further samples. Unless noted, no stated cut-off is given here; in the data, active means inhibition above about 30%; inconclusive means no clear call, values can overlap the other calls; inactive means below that. This is a subset; the hit share may differ from the screen's.
no.	Molecule	BoNT-A LC inh2	BoNT-F LC inh	Rv3671c protease	3CLpro inhibitor	CCHF vOTU inh
1	CC(=O)c1cccc(NC(=O)c2ccc(NC(=O)CC3SC(N4CCCCC4)=NC3=O)cc2)c1 (centres undefined)	-3.2	-8	-14	-5	-3
2	O=C1CCCN1CCCNc1ccc2nnc(CCC(=O)N3CCN(c4ccc(F)cc4)CC3)n2n1	-0.8	-5	-3	0	-3
3	CCCN(CCC)C(=O)CSc1nc2n[nH]c(C)c2c(=N)n1-c1ccc(OCC)cc1	-0.2	-9	1	-8	nt
4	CCOc1ccccc1C(=O)NCC(=O)Nc1ccc(-c2ccccc2)cc1	0.2	2	-10	3	13
5	Cn1c(SCc2ccc(Br)cc2)nc2ccccc2c1=O	-3.3	-7	2	-2	8
6	O=C(Nc1ccc(Oc2ccccc2)nc1)C1CCN(Cc2ccco2)CC1	0.2	-2	4	-2	-19
7	CCOc1cccc(C(=O)Nc2ccc(N3CCN(S(C)(=O)=O)CC3)cc2)c1	0.3	7	2	0	11
8	Cn1ncc(=S)[nH]c1=S	-0.7	-3	nt	nt	15
9	CCC(C)c1ccccc1NC(=O)COC(=O)CCc1cc(OC)c(OC)c(OC)c1 (centres undefined)	-0.2	-4	2	2	8
10	C=CCn1c(=S)[nH]c2cc(C(=O)NCCc3ccc(S(N)(=O)=O)cc3)ccc2c1=O	-0.3	-2	-22	nt	-1

no.	SSB-PriA inh	VHR inh abs	PrPC surface inh	MazF activator	Anthrax LF inh2
1	-1	15	2	0	-2
2	6	-15	-1	-17	0
3	1	8	nt	5	1
4	6	-16	0	7	0
5	2	-3	11	-1	-7
6	-4	23	-8	8	-3
7	-17	18	-3	-4	1
8	-10	nt	-4	7	-10
9	-11	0	-4	4	-1
10	6	nt	4	3	-3

# More results follow.
no.	Molecule	BoNT-A LC inh2	BoNT-F LC inh	Rv3671c protease	3CLpro inhibitor	CCHF vOTU inh
11	Cc1ccc(CSCCNC(=O)c2ccc(Cl)c(S(=O)(=O)N3CCOCC3)c2)cc1	0.7	-2	-17	6	5
12	O=C(C1CCC1)N1CCN(c2ccc(Cl)cc2)CC1	-3.5	-10	nt	1	-6
13	CSCCC(NC(=O)c1ccc(C(C)(C)C)cc1)C(=O)O (centres undefined)	-0.5	1	-2	1	-15
14	COC(=O)CSc1nc(C)c(C)c(C)c1C(N)=O	-0.5	-4	15	2	-4
15	CCc1nc2nc(C)c(NS(=O)(=O)c3ccc4c(c3)CCCC4)c(=O)n2[nH]1	-2.2	-17	6	-1	-12
16	CC1(C)OC(=O)C2=C(C[C@@H](C3CCCCC3)O[C@H]2c2ccccc2)O1	-1.0	-7	nt	nt	7
17	CCCCNc1cccc2c1S(=O)(=O)N(CCCC)CC(COCc1ccccc1)O2 (centres undefined)	-0.4	-14	nt	nt	0
18	CC[n+]1c(/C=C/N(C)c2ccccc2)oc2ccccc21	0.9	-8	-1	3	6
19	CN(C)c1ccc(C(=O)c2ccc(O)cc2O)cc1	-0.3	-11	-7	-1	4
20	C=C(C)Cn1c(SCC(=O)O)nnc1-c1ccc(OC)cc1	-0.5	1	-2	-2	9

no.	SSB-PriA inh	VHR inh abs	PrPC surface inh	MazF activator	Anthrax LF inh2
11	-10	35	9	4	-2
12	0	26	6	1	2
13	-5	22	8	9	4
14	-15	41	-7	-3	-1
15	-10	20	2	-2	-4
16	nt	nt	2	nt	-6
17	-2	nt	-2	2	-10
18	5	22	11	-53	5
19	19	13	-10	5	-3
20	-2&-11	9	6	1	-7

# Further entries follow:
no.	Molecule	BoNT-A LC inh2	BoNT-F LC inh	Rv3671c protease	3CLpro inhibitor	CCHF vOTU inh
21	Cc1cccc(C)c1Nc1ncnc2ccccc12	-0.5	6	-6	1	-1
22	N#C/C(=C/c1ccc(Sc2nc3ccccc3[nH]2)o1)c1ccccc1F	?	-4	-20	8	-7
23	C/C(N)=C(/C#N)C(=O)COC(=O)c1ccccc1C(=O)c1ccc(C)cc1	-2.0	-14	0	2	6
24	CCN(C1CCCCC1)S(=O)(=O)c1cc(C)ccc1OC	1.0	1	-1	4	11
25	COc1ccc2c(C(F)(F)F)cc(=O)oc2c1C	-0.9	1	3	2	17
26	CC(C)Oc1cccc(C(=O)NC(=S)Nc2ccccc2)c1	-0.1	-9	-2	7	2
27	COC(=O)CSc1nc(C2CC2)nc2ccccc12	0.5	-12	-2	4	4
28	O=C(c1ccc2c(c1)C(=O)N(Cc1ccco1)C2O)N1CCOCC1 (centres undefined)	-0.1	-4	1	-6	-4
29	COc1cccc(CNC(=O)CCCC(=O)Nc2cccc([N+](=O)[O-])c2)c1	1.7	10	0	0	-5
30	Cc1nc2sc(C(c3cccs3)N3CCN(C(=O)c4ccco4)CC3)c(O)n2n1 (centres undefined)	-0.2	-6	0	-2	5

no.	SSB-PriA inh	VHR inh abs	PrPC surface inh	MazF activator	Anthrax LF inh2
21	4	10	4	5	-4
22	6	2	3	16	-2
23	-4	-4	0	0	-3
24	3	3	7	5	2
25	-1	-5	-5	8	2
26	0	-1	5	1	-2
27	-4	36	34*	-2	-4
28	-5	8	0	4	-5
29	-5	-1	-22	-4	4
30	4	1	1	9	-14

# Reformatted bar-delimited: entries from further up
no. | structure | BoNT-A LC inh2 | BoNT-F LC inh | Rv3671c protease | 3CLpro inhibitor | CCHF vOTU inh | SSB-PriA inh | VHR inh abs | PrPC surface inh | MazF activator | Anthrax LF inh2
26 | CC(C)Oc1cccc(C(=O)NC(=S)Nc2ccccc2)c1 | -0.1 | -9 | -2 | 7 | 2 | 0 | -1 | 5 | 1 | -2
27 | COC(=O)CSc1nc(C2CC2)nc2ccccc12 | 0.5 | -12 | -2 | 4 | 4 | -4 | 36 | 34* | -2 | -4
28 | O=C(c1ccc2c(c1)C(=O)N(Cc1ccco1)C2O)N1CCOCC1 (centres undefined) | -0.1 | -4 | 1 | -6 | -4 | -5 | 8 | 0 | 4 | -5

# Other structures follow.
no.	Molecule	BoNT-A LC inh2	BoNT-F LC inh	Rv3671c protease	3CLpro inhibitor	CCHF vOTU inh
31	N#CC1=C(N)Oc2cc3ccccc3cc2C1c1cccnc1 (centres undefined)	0.0	2	-1	6	5
32	CC1=C(C(=O)OCCNC(=O)c2cccnc2)C(c2cccc([N+](=O)[O-])c2)C(C(=O)OCCN(C)C)=C(C)N1 (centres undefined)	0.5	-2	0	-1	20
33	COc1ccc(C2(CNC(=O)c3cccc([N+](=O)[O-])c3)CCCCC2)cc1OC	0.8	-6	-12	6	22
34	Cn1c(O)c(C(c2ccccn2)c2c(O)n(C)c(=S)n(C)c2=O)c(=O)n(C)c1=S	0.7	6	-30	4	-2
35	Cc1nc2ccc(NC(=O)c3c(-c4ccccc4)noc3C)cc2s1	-0.1	0	1	-3	11
36	CCC1=NN(C(=O)c2ccc(Br)cc2)C(O)(c2ccccc2)C1 (centres undefined)	0.4	-2	-1	6	-5
37	CC(=O)C1=C(O)C(=O)N(CCc2c[nH]c3ccccc23)C1c1ccc(C)cc1 (centres undefined)	-0.1	2	-4	1	17
38	CCN(CC)C(=O)Cn1cc(C(=O)C(=O)NCCc2ccc(S(N)(=O)=O)cc2)c2ccccc21	0.4	-4	-11	-2	1
39	Cc1cc(C)cc(Nc2nc3ccc(C)cc3n3cnnc23)c1	0.1	?	1	3	13
40	CCOC(=O)c1cccc(NC(=O)COC)c1	0.1	0	4	8	7

no.	SSB-PriA inh	VHR inh abs	PrPC surface inh	MazF activator	Anthrax LF inh2
31	8	0	5	24	-1
32	-11	-2	-6	2	-3
33	-8	-1	-4	-4	-4
34	-13	15	-4	-7	2
35	-3	7	-3	11	-2
36	-8	0	5	-7	-1
37	14	8	-1	2	3
38	-48	-24	10	-12	1
39	5	nt	-3	-14	0
40	-7	0	2	8	2

# (further entries)
no.	Molecule	BoNT-A LC inh2	BoNT-F LC inh	Rv3671c protease	3CLpro inhibitor	CCHF vOTU inh
41	Cc1ccc2c(c1)OC(c1ccc3c(c1)OCCO3)CC2=O (centres undefined)	-5.0	0	-8	3	-4
42	CCOC(=O)c1ccccc1NC(=O)CSc1nc2ccccc2n1CC(=O)N1CCCC1	0.3	2	-6	1	-3
43	CC1(C(=O)OCC(=O)NC(=O)c2ccccc2)CC1(Cl)Cl (centres undefined)	0.1	18	-17	nt	12
44	CC(C)(C)c1ccc(S(=O)(=O)N(CCCN2CCOCC2)Cc2cccs2)cc1	-0.6&-0.9	-3&-4	-1	0	10&0
45	Cc1c(N/N=C(\C#N)C(=O)c2ccc(Cl)cc2)c(=O)n(-c2ccccc2)n1C	-0.6	-16	8	3	18
46	COc1cccc(C2c3[nH]c4ccccc4c3CCN2Cc2cnc(C)s2)c1OC (centres undefined)	0.0	-7	-1	1	3
47	CCCS(=O)(=O)c1ccc(COC(=O)c2cccc(NC(=O)C(C)C)c2)cc1	-2.7	-14	-10	-4	-7
48	CC(=O)Nc1ccc2c(c1)CCCN2C(=O)c1ccccc1	-0.2	-10	6	-3	12
49	Cc1cccc(CCNS(=O)(=O)c2cnc[nH]2)c1	0.5	-14	-2	-3	12
50	CC(C)c1onc(C(=O)N2CCN(c3ccc(F)cc3)CC2)c1[N+](=O)[O-]	2.9	7	3	2	nt

no.	SSB-PriA inh	VHR inh abs	PrPC surface inh	MazF activator	Anthrax LF inh2
41	-6	nt	0	-12	4
42	-11	8	-3	0	0
43	-6	nt	4	-13	-4
44	7	-3	10&-5	1&3	-5&2
45	nt	7	34*	-2	0
46	9	26	1	0	0
47	1	2	3	0	-10
48	-11	17	-4	-2	-2
49	-4	4	2	4	1
50	0	6	nt	8	3

# Later entries
no.	Molecule	BoNT-A LC inh2	BoNT-F LC inh	Rv3671c protease	3CLpro inhibitor	CCHF vOTU inh
51	COC(=O)CNC(=O)C12CC3(C)CC(C)(CC(C)(C3)C1)C2	-0.1	-5	2	2	-1
52	CNC(=S)N/N=C/c1ccc(N(C)C)cc1	-0.2	0	-5	7	-35
53	Cc1c(NC(=O)c2ccc(S(=O)(=O)N(C)C)cc2)cccc1-n1cnnn1	1.9	2	-7	nt	8
54	COc1ccccc1-c1cc(C(=O)NCc2ccc(F)cc2)no1	2.4	-2	-11	2	nt
55	CCC(C)[C@@H](NC(=O)OC(C)(C)C)c1nnc(S(=O)(=O)Cc2cccc(C)c2)o1 (some centres undefined)	-0.5	0	nt	4	9
56	C#CCOc1ccc2c3c(c(=O)oc2c1)CCCC3	2.3	-21	-3	2	-13
57	C[C@@H]1CN([C@H](C)CO)S(=O)(=O)c2ccc(C#CCN(C)C)cc2O[C@@H]1CN(C)Cc1ccccc1F	0.7	-7	nt	nt	0
58	Nc1ccc(C(=O)N2CCN(S(=O)(=O)c3ccc(Br)cc3)CC2)cc1[N+](=O)[O-]	1.1	-6	17	nt	1
59	CSc1ccccc1NC(=O)c1ccccc1C	-0.1	0	4	2	-11
60	OCCOc1ccc(CN2CCN(CCCc3ccccc3)C(CCO)C2)cc1 (centres undefined)	0.8	?	nt	3	14
61	O=C(O)CC(CC(=O)O)n1cccc1	-0.4	0	nt	nt	17
62	CCCCn1c(N)c(N(CC)C(=O)CSc2nnnn2-c2cc(C)ccc2C)c(=O)[nH]c1=O	-0.9	-2	-8	3	10

no.	SSB-PriA inh	VHR inh abs	PrPC surface inh	MazF activator	Anthrax LF inh2
51	-12	18	-3	0	-3
52	nt	22	-6	2	-5
53	-23	nt	-9	4	-1
54	-17	25	nt	2	-1
55	-11	22	15	-5	-1
56	3&-13	18	2	11	2
57	nt	nt	3	9	-4
58	15	nt	-21	-4	-3
59	-2	-6	-7	-1	-3
60	-31	16	5	3	-5
61	-7	nt	-3	3	-1
62	9	2	7	4	2

# Only BoNT-A LC inh2, CCHF vOTU inh and SSB-PriA inh (three entries from above):
entry	mol	BoNT-A LC inh2	CCHF vOTU inh	SSB-PriA inh
57	C[C@@H]1CN([C@H](C)CO)S(=O)(=O)c2ccc(C#CCN(C)C)cc2O[C@@H]1CN(C)Cc1ccccc1F	0.7	0	nt
54	COc1ccccc1-c1cc(C(=O)NCc2ccc(F)cc2)no1	2.4	nt	-17
51	COC(=O)CNC(=O)C12CC3(C)CC(C)(CC(C)(C3)C1)C2	-0.1	-1	-12
